PglD inh: C. jejuni PglD acetyltransferase inhibitors, primary screen, biochemical, DTNB colorimetric, single point; UDP-N-acetylbacillosamine N-acetyltransferase PglD (Campylobacter jejuni); purified PglD enzyme, DTNB colorimetric CoA detection; inhibition, % at 12.5 µM; actives 0.098% (n = 360,000); AID 602405, 2012; in the data active = inhibition above about 16%, passing the limit was not always enough; also: strong numbers were not always called active
miR122 inh: miR-122 Renilla sensor signal increase in Huh7, primary screen, miR-122 inhibitor project, cell-based, single point, plate reader. Huh7 miR-122 Renilla luciferase sensor, 48 h; neutral wells = 0, positive control = 100. activation (reporter increase), % at 12.5 µM. actives 0.3% (n = 340,000);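 active = mean replicate activation score at least 90 and every replicate individually at or above 90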;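 also: higher luciferase means less miR-122 activity so hits act as miR-122 inhibitors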
RAD52 anneal inh: RAD52 DNA annealing inhibitors, primary screen, biochemical, FRET, single point, set 2 | recombinant RAD52 DNA annealing, FRET fluorescence | inhibition, % at 18.7 µM | actives 0.46% (n = 360,000) | AID 651710, 2012;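 active = every replicate showing at least 50% inhibition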
RAD54 inh: inhibitors of human RAD54 branch migration, primary screen, biochemical, fluorescence, single point; RAD54 Holliday junction branch migration, FAM/BHQ fluorescence; actives 0.14% (n = 360,000); inhibition, % at 10.4 µM; AID 602329, 2012; DNA repair and recombination protein RAD54-like (Homo sapiens), Q92698;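 active = mean normalized replicate activity at least 40 and at least half of replicates scoring 40 or more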;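 also: 0% = median of neutral control wells and 100% = median of positive control wells; inhibitors cause a drop in the FAM fluorescence signal; in these data hits start at about 50%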
Target sequence (Q92698 whole entry, looked up): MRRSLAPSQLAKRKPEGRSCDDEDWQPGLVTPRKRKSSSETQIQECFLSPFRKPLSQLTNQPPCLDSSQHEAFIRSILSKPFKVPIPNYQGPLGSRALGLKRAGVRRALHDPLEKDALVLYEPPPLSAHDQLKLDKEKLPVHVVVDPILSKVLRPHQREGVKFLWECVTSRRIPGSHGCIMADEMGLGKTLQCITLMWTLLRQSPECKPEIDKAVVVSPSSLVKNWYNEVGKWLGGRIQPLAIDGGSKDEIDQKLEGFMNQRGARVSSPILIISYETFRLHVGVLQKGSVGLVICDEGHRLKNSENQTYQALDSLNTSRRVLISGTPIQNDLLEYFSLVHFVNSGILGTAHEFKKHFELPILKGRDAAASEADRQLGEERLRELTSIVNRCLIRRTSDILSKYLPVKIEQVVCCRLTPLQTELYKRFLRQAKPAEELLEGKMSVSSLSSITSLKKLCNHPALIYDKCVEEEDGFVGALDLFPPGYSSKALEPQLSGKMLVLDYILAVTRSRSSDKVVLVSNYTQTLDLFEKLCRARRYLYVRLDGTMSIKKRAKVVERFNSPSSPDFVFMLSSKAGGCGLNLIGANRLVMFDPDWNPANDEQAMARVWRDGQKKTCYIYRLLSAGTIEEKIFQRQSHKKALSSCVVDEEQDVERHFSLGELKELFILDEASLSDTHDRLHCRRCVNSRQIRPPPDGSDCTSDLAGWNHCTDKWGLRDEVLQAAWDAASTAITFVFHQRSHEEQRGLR
E-selectin induc: E-selectin induction in HUVECs, primary screen, imaging, HUVEC, immunofluorescence imaging, single point. activation, % at 7.58 µM. P16581. actives 0.37% (n = 260,000). normalized: neutral wells 0, TNF-alpha wells 100. AID 686992, 2013;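 active = mean E-selectin-positive cell signal at least 10% of the positive control, reached in at least 60% of replicates, without over 20% cell loss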;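 also: in these data hits start at about 27%; measured in HUVEC primary endothelial cells; signal is the percent of cells scored E-selectin positive by PE staining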
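Material: HUVEC primary endothelial cells; Amount: 3,000 cells per well; Dosing: single concentration; Medium: EGM-2 growth medium on 0.1% gelatin-coated wells; Read-out basis: percent E-selectin-positive cells; Signal: immunofluorescence imaging; Control set: TNF-alpha, DMSO.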
PGC1a acetyl inh: inhibitors of PGC1a acetylation signal, primary screen, cell-based, U2OS, AlphaScreen, inhibitor mode | AlphaScreen anti-acetyl-lysine; with virally co-expressed GCN5 acetyltransferase | inhibition, % at 15.6 µM | actives 0.17% (n = 350,000);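 active = every replicate shows inhibition of at least 40%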;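 also: 0% = neutral control wells and 100% = positive control wells; some results beyond the cut were filed as inactive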
ERAP1 HTS inh: human ERAP1 aminopeptidase inhibitors, primary screen, biochemical, single point, plate reader. Endoplasmic reticulum aminopeptidase 1 (Homo sapiens), Q9NZ08. recombinant ERAP1, Leu-AMC fluorescence, 60 min. inhibition, % at 10.7 µM. actives 0.15% (n = 340,000). AID 652197, 2013;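 active = mean replicate inhibition of at least 30%, or all replicates individually reaching that 30% level; inactive = mean below 30% and not every replicate reaching it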;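 also: 0% = neutral control wells and 100% = L-leucinethiol positive control wells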
Cneo AK release: Cryptococcus neoformans cell lysis inducers, primary screen, AK release luminescence, single concentration. AID 651654, 2012. C. neoformans lysis, adenylate kinase release luminescence, 4 h; normalised: neutral wells 0, clomiphene wells 100. actives 0.2% (n = 360,000). lysis activity, % at 15 µM;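 active = mean lysis activity across replicates of at least 80%, whatever share of replicates individually reach that level; inactive = mean lysis activity below 80%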
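Assay system: Cryptococcus neoformans yeast cells / Dosing: single-point compound dose / Timing: 4 h at 37 °C static, read 1 h later / Measured by: luminescence of released adenylate kinase using an AK detection reagent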
* marks the source's active call; other numbers are inactive results; nt = not tested or not shown; & = joins results of further samples; [ ] = remark or other dose.

SMILES	PglD inh	miR122 inh	RAD52 anneal inh	RAD54 inh	E-selectin induc	PGC1a acetyl inh	ERAP1 HTS inh	Cneo AK release
O=C(Cc1ccccn1)N[C@H]1CC[C@H](CCNC(=O)c2cc(Cl)cc(Cl)c2)O[C@@H]1CO	0	-21[16.7 µM]	1	-2	-0.1	0	-1	0
C[C@@H]1CN([C@H](C)CO)C(=O)c2cccc(NC(=O)C3CC3)c2O[C@H]1CN(C)S(C)(=O)=O	1	-8[16.7 µM]	4	4	-0.2	-2	1	9
C[C@@H]1CN([C@@H](C)CO)C(=O)Cc2cc(NS(C)(=O)=O)ccc2O[C@H]1CN(C)Cc1ccc2c(c1)OCO2	4	-4[16.7 µM]	3	-3	0.1	-9	-4	-3
COc1cc(C(=O)NCCOc2ccccc2C)cc(OC)c1OC	4	-1	2	2	0.0	nt	2	-4
COc1ccc(-c2cnc3c(c2)C(=O)N([C@@H](C)CO)C[C@@H](C)[C@H](CN(C)C(=O)Cc2cccnc2)O3)cc1	-2	-5[16.7 µM]	-8	0	0.2	5	0	-9
Cc1cccc(NC(=O)CS(=O)(=O)Cc2ccccc2)n1	-1	3	nt	-9	nt	-11	nt	-1
CCCNC(=O)C[C@@H]1C[C@@H]2c3cc(NC(=O)Nc4ccccc4)ccc3O[C@@H]2[C@H](CO)O1	7	0[16.7 µM]	nt	-6	0.0	5	nt	-1
O=C(CNC(=O)C1COc2ccccc2O1)N/N=C\c1ccccc1Cl (configuration not stated)	-2	-3	-8	2	nt	-8	-2	3
COc1ccc(-c2noc(CN(C(=O)c3ccc4c(c3)OCO4)C(C)C)n2)cc1	-1	0	8	3	nt	-15	-1	-1
CC(C)(CO)NCc1c(OCc2ccc(Cl)cc2)ccc2ccccc12	4	-9	26	30	nt	-6	1	-1
COC(=O)C/C(N)=C(\C#N)C(=O)OC	-2	-3	-11	-2	0.4	-2	-2	1
CS(=O)(=O)c1ccc(Nc2nc(C(N)CCc3ccccc3)cs2)cc1 (configuration not stated)	5	-1	-6	-3	0.8	nt	-1	21
O=C(COc1ccccc1Cl)NNC(=O)c1cc(S(=O)(=O)N2CCOCC2)ccc1N1CCCC1	-2	-3	-17	4	-1.7	-2	-2	1
O=C(NCCCO)c1ccc2[nH]c3ccccc3c2c1	-2	6	nt	2	nt	43	nt	-2
COc1ccc(C(C)=O)cc1Cn1c(=O)cc(C)[nH]c1=O	nt	1	-15	nt	-0.1	-15	-7	nt
COc1cccc(/C=N/n2cncn2)c1OCC#N	-1	2	nt	-10	nt	2	nt	4
C[C@@H]1CN([C@@H](C)CO)C(=O)c2cc(Br)cnc2O[C@H]1CN(C)C(=O)CCN1CCCCC1	3	-1	-14&1	-3	-0.6	-3&5	-2&-1	2
CCCNC(=O)N1[C@H](CO)[C@H](c2ccccc2C2=CCCC2)[C@@H]1C#N	nt	nt	10	nt	-0.1	4	-4	nt
COc1ccccc1-n1c(SCC(=O)N2CCCC2)nnc1-c1ccccc1	7	-14	-6	-5	2.9	4	-3	-1
CC(C)[C@H](NC(=O)NC1CCCC1)C(=O)O	-2	-1	nt	7	nt	7	nt	-1
CC(OC(=O)CN1C(=O)NC2(CCCC2)C1=O)C(=O)c1ccccc1 (configuration not stated)	2	-4	1	-14	0.2	-3	2	0
CCOC(=O)N1CCN(C(=O)COc2cccc3c2CCN(CC)C3=O)CC1	-1	-5	-12	2	-0.3	0	2	-1
CCOc1cc(C(=O)N2CCN(c3ccc(C(C)=O)cc3)CC2)cc(OCC)c1OCC	-2	-3	-9	2	nt	-8	1	1
COc1ccc2c3c(n(C)c2c1)[C@H](CO)N(C(=O)c1ccncc1)CC31CN(C(C)=O)C1	nt	nt	2	nt	0.0	-11	-3	nt
COc1cccc(NC(=O)c2cccnn2)c1	10	-3	-8	-7	nt	4	3	-2
The list goes on:
SMILES	PglD inh	miR122 inh	RAD52 anneal inh	RAD54 inh	E-selectin induc	PGC1a acetyl inh	ERAP1 HTS inh	Cneo AK release
O=C(COc1ccccc1[N+](=O)[O-])N(Cc1cccc(Br)c1)C1CCS(=O)(=O)C1 (configuration not stated)	-5	-2	-9	5	nt	0	1	4
CCCCn1c(N)c(N(Cc2ccccc2OC)C(=O)COc2ccccc2C#N)c(=O)[nH]c1=O	-6	-5	-15	2	-0.7	2	nt	1
O=C(CS(=O)(=O)c1ccc(F)cc1)N1CCN(c2ccccc2)CC1	-7	nt	-10	14	nt	nt	4	1
COc1ccccc1CC(=O)N(Cc1ccccc1)c1ccc(C)cc1	-1	6	-17	-4	nt	-7	1	-1
CC(C)Oc1ccc(C(=O)Nc2ccccc2N2CCCC2)cc1	2	3	nt	-9	nt	9	nt	6
CCNC(=O)C[C@H]1CC[C@@H](NC(=O)C2CCOCC2)[C@@H](CO)O1	0	nt	-16	-11	-0.1	-9	-1	-1
CCC(CC)C(=O)Nc1ccc([N+](=O)[O-])cn1	5	-10	1	11	nt	nt	-6	2
COCCOc1ccc(C(F)(F)F)cc1Nc1nc2ccccc2o1	10	3	nt	-1	nt	-22	nt	0
COCC#Cc1ccc2c(c1)O[C@@H](CN(C)CC1CC1)[C@@H](C)CN([C@@H](C)CO)S2(=O)=O	-10	nt	3	2	-0.3	7	0	-12
O=C(NCc1nc(-c2ccc(Cl)cc2)no1)c1ccc2c(c1)OCO2	1	0	-8	-1	0.2	nt	2	6
COc1cccc(S(=O)(=O)N2CC[C@H]3[C@@H](CO)N(C)c4ccc(C#Cc5cccnc5)cc4[C@H]32)c1	11	3[16.7 µM]	-14	3	0.6	3	nt	0
CCOc1ccc(N/C(=N/c2nc(C)cc(C)n2)NC(C)=O)cc1	-2	14	3	5	-0.3	6	2	5
CCN(C[C@H]1N[C@@](CC)(C(=O)OC)[C@H]2C(=O)N(C)C(=O)[C@@H]12)C(=O)Nc1ccccc1	-2	nt	0	0	nt	nt	-2	2
COc1cccc(CN2CCN(C(=O)c3cc(-c4ccncc4)nc4ccc(C)cc34)CC2)c1	3	-6	-13	3	-0.1	nt	0	7
CCN(CC)S(=O)(=O)c1cc(NC(=O)CN2C(=O)NC(C)(c3ccccc3)C2=O)ccc1C (configuration not stated)	1	nt	-18	-11	nt	nt	0	7
CNC(=O)c1ccccc1Nc1ccc(SC(F)F)cc1	0	nt	-13	-9	nt	nt	2	-4
COc1ccc(CNC(=O)CN(Cc2ccccc2F)C(=O)c2csnn2)cc1	-2	nt	-8	-10	nt	nt	-1	0
O=C(CSc1nc2ccccc2c(=O)[nH]1)Nc1ccccc1O	2	1	-7	-1	0.1	17	3	1
CCOCCCN(C)C1CCN(C(=O)c2oc3ccccc3c2NC(=O)c2cccc([N+](=O)[O-])c2)CC1	0	19	8	9	nt	-6	-6	1
COc1cc(S(=O)(=O)NC2CC(C)(C)NC(C)(C)C2)c(OC)cc1Cl	4	2	-3	4	0.4	nt	7	-4
COC(=O)C(CCSC)NC(=O)c1cccc([N+](=O)[O-])c1 (configuration not stated)	7	0	nt	-9	nt	9	nt	-3
CCc1ccc(Nc2nnc(SCC(=O)Nc3cccnc3Cl)s2)cc1	5	-7	-18	9	nt	0	2	-4
O=C(O)C/C(=C\c1ccc2c(c1)OCO2)c1nc2ccccc2s1	2	nt	-13	-1	0.6	nt	6	1
CO[C@@H]1CN(C)C(=O)c2ccc(NC(=O)c3ccccc3F)cc2OC[C@@H](C)N(C)C[C@@H]1C	1	-2[16.7 µM]	nt	11	0.2	-5	nt	0
COc1cccc(-c2nn(-c3ccccc3)cc2CN2CCCO2)c1	-8	5	-8	-9	nt	-7	-2	-1
Other structures.
SMILES	PglD inh	miR122 inh	RAD52 anneal inh	RAD54 inh	E-selectin induc	PGC1a acetyl inh	ERAP1 HTS inh	Cneo AK release
COc1ccc(CC(=O)Nc2ccc(C)cc2O)cc1S(=O)(=O)N1CCOCC1	-3	15	-6	-2	0.4	nt	1	-3
CSc1ccc(C(c2c(C)[nH][nH]c2=O)c2c(C)[nH][nH]c2=O)cc1	-4	-3	11	16	nt	4	2	-1
C[C@H](CO)N1C[C@H](C)[C@H](CN(C)C(=O)Nc2cccc3ccccc23)OCCCC[C@H](C)Oc2ccc(NS(=O)(=O)c3cccs3)cc2C1=O	3	8[16.7 µM]	-6	-8	-0.2	nt	0	2
COc1ccc2oc(C)c(C(=O)c3ccc(C)cc3)c2c1	3	nt	-9	-1	0.1	nt	-1	-1
CO[C@@H]1CN(C)C(=O)c2ccc(NC(=O)c3ccc(F)cc3)cc2OC[C@H](C)N(C(=O)CC2CC2)C[C@H]1C	0	nt	-3	-6	0.1	8	3	19
COCCn1c(C)cc(C(=O)CN2c3cccc4cccc(c34)S2(=O)=O)c1C	-5	0	-10	0	nt	-4	-12	-1
Oc1cc(O)c2c(c1)OC(c1ccc(O)c(O)c1)C(O)C2 (configuration not stated)	-3	3	-4	-4	0.3	-6	2	0
CCC1(c2ccccc2)NC(=O)N(CC(=O)N(CC(=O)Nc2ccccc2C(F)(F)F)Cc2ccco2)C1=O (configuration not stated)	1	6	-63	-5	nt	0	0	1
CC(=O)N1CCc2cc(Br)cc(S(=O)(=O)NCCCN(C)Cc3ccccc3)c21	-3	21	-10	5	0.1	nt	-5	-1
CC(=O)Nc1cccc(C(=O)NCCc2ccco2)c1	nt	-10	-12	nt	0.8	nt	3	nt
CCOc1ccc(N(CC(=O)NC2CCCCCC2)S(=O)(=O)c2c(C)noc2C)cc1	-1	1	10	-3	nt	6	nt	-1
COc1ccc(CN(C)C[C@H]2OCCCC[C@@H](C)Oc3ccc(NS(C)(=O)=O)cc3C(=O)N([C@@H](C)CO)C[C@H]2C)cc1	-2	0[16.7 µM]	4	-1	1.7	8	-2	-4
COc1ccccc1/C=C/c1onc(C)c1S(=O)(=O)N1CCC(C(=O)NC2CCCCCC2)CC1	-7	-3	-4	4	nt	nt	0	-1
CCOC(=O)C(=CNc1cc(Cl)c(-c2ccco2)c(Cl)c1)C(=O)OCC	-2	nt	-20	-8	14	-7	nt	0
CNC[C@@H]1Oc2cc(C#Cc3ccc(OC)cc3)ccc2S(=O)(=O)N([C@H](C)CO)C[C@H]1C	-3	3[16.7 µM]	47	-5	1.5	-25	1	-1
CCc1ccc(/C=N/NC(=O)c2c[nH]c3ccccc23)s1	-1	9	nt	9	nt	9	nt	-9
COc1ccc(C(=O)N/N=C/c2ccc(OC)c(CN3CCN(c4ccc(F)cc4)CC3)c2)cc1	2	-5	3	0	nt	-6	3	1
Cc1ccc(N(C(=O)c2csnn2)C(C(=O)NC(C)(C)C)c2ccncc2)cc1 (configuration not stated)	5	nt	4	-3	nt	4	4	0

Whole records as entered above. Order of values: PglD inh, miR122 inh, RAD52 anneal inh, RAD54 inh, E-selectin induc, PGC1a acetyl inh, ERAP1 HTS inh, Cneo AK release
CNC[C@@H]1Oc2cc(C#Cc3ccc(OC)cc3)ccc2S(=O)(=O)N([C@H](C)CO)C[C@H]1C is entered as -3, 3[16.7 µM], 47, -5, 1.5, -25, 1, -1
CO[C@@H]1CN(C)C(=O)c2ccc(NC(=O)c3ccc(F)cc3)cc2OC[C@H](C)N(C(=O)CC2CC2)C[C@H]1C is entered as 0, nt, -3, -6, 0.1, 8, 3, 19
C[C@H](CO)N1C[C@H](C)[C@H](CN(C)C(=O)Nc2cccc3ccccc23)OCCCC[C@H](C)Oc2ccc(NS(=O)(=O)c3cccs3)cc2C1=O is entered as 3, 8[16.7 µM], -6, -8, -0.2, nt, 0, 2
